Bioassay records as filed in PubChem BioAssay.
MLLE-PAM2 inh: inhibitors of PABP1 MLLE–PAM2 peptide binding, primary screen, biochemical, fluorescence polarization, FITC-PAM2, GST-MLLE; Polyadenylate-binding protein 1 (Homo sapiens), P11940; inhibition, % at 20 µM; actives 0.36% (n = 360,000); AID 588489, 2011; in the data active = inhibition above about 35%, passing the limit was not always enough;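 also: plate controls were DMSO wells with GST-MLLE for no effect and wells lacking GST-MLLE protein for full effect; some results filed as inactive read as strong as hits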
Target sequence (P11940 whole entry, looked up): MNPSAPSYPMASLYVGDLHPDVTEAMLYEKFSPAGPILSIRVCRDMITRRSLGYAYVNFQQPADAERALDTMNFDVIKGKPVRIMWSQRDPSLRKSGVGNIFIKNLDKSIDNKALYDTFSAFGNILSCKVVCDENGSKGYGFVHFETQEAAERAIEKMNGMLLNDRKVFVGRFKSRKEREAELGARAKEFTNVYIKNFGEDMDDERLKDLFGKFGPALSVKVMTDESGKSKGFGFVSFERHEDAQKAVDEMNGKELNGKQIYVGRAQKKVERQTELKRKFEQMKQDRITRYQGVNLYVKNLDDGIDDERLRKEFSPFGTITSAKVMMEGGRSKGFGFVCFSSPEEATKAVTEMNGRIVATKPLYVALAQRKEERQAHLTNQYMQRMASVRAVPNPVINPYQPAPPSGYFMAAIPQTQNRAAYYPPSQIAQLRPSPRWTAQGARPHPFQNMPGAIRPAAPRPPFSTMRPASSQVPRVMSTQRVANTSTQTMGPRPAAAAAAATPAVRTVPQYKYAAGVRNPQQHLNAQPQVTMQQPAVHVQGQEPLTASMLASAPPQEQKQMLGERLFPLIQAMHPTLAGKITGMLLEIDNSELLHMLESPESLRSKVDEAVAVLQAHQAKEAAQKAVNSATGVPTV
Rin1 Abl inh: inhibitors of Rin1-Abl protein binding, primary screen, biochemical, TR-FRET. Tyrosine-protein kinase ABL1 (Homo sapiens) + Ras and Rab interactor 1 (Homo sapiens), …. inhibition, % at 7.35 µM. actives 0.4% (n = 360,000). AID 588664, 2011; in the data active = inhibition above about 5%, passing the limit was not always enough
bovine MsrA act: bovine MsrA enzyme activators, primary screen, biochemical, absorbance, HTS. actives 0.3% (n = 360,000). purified bovine MsrA, absorbance read-out. activation, % at 10.6 µM. Methionine sulfoxide reductase A (Bos taurus); in the data active = activation above about 7.5%;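 also: 0% = vehicle and 100% = reference activator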
E coli Lon inh: inhibitors of E. coli Lon protease, primary screen, biochemical, fluorescence polarization. P0A9M0. purified E. coli Lon protease. inhibition, % at 7.94 µM. actives 0.42% (n = 360,000). AID 602123, 2011; in the data active = inhibition above about 13%, passing the limit was not always enough;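 also: 0% = enzyme with probe and DMSO and 100% = no enzyme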
Rpn11 inh: Rpn11 (PSMD14) deubiquitinase inhibitors, primary screen, biochemical, fluorescence polarization, uHTS; actives 0.59% (n = 360,000); calls only at 20 µM; 26S proteasome non-ATPase regulatory subunit 14 (Homo sapiens), O00487; human 26S proteasome, Ub4-pepOG fluorescence polarization; 20S core pre-blocked with epoxomicin; AID 588493, 2011;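 active = inhibition at 20 µM, scaled to each plate's controls, above about 33%, limit read from the data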
MsrA inhibitor: bovine MsrA enzyme inhibitors, primary screen, biochemical, absorbance, HTS; actives 0.75% (n = 360,000); purified bovine MsrA, absorbance read-out; AID 651718, 2012; Methionine sulfoxide reductase A (Bos taurus); inhibition, % at 15.5 µM; in the data active = inhibition above about 4.5%;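 also: 0% = vehicle wells with enzyme and 100% = reference inhibitor wells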
CSN inh: inhibitors of CSN-mediated cullin deneddylation, primary screen, biochemical, fluorescence polarization, uHTS; COP9 signalosome complex subunit 5 (Homo sapiens), Q92905; Purified CSN, SCF-Nedd8-OG deneddylation; inhibition, % at 12.5 µM; actives 0.38% (n = 360,000); AID 651999, 2013;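 active = pattern-corrected inhibition above about 35%, with an unprinted fluorescence ratio check between 0.5 and 1.5, limit read from the data, passing the limit was not always enough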;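 also: 0% = enzyme with substrate and 100% = substrate without enzyme; some results filed as inactive read as strong as hits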
Target sequence (Q92905 whole entry, looked up, one chain of several): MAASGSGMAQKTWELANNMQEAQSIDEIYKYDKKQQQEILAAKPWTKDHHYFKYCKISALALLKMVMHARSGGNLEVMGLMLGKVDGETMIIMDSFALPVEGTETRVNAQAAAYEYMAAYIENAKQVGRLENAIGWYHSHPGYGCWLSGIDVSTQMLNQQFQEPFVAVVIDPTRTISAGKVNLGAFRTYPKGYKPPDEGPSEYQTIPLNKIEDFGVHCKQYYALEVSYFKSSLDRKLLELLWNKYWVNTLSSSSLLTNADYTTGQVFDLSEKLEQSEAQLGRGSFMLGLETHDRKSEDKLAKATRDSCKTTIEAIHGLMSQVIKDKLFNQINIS
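Assay system: purified human Csn5 enzyme expressed in HEK293T cells; measure: % inhibition; also added: SCFSkp2-Nedd8OG substrate at 10 nM final; technique: fluorescence polarization; times: reaction 90 min, room temperature; medium: Tris buffer pH 7.5, NaCl, DTT, Tween-20, trehalose, ovalbumin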
MT1-MMP act inh: blockers of MT1-MMP proenzyme processing, primary screen, HT1080 RFP-PRO-GFP cells, GFP/RFP fluorescence. Matrix metalloproteinase-14 (Homo sapiens), P50281. GFP/RFP ratio fluorescence, overnight; percent of plate control window, DMSO zero. GFP/RFP ratio change, % at 20 µM. actives 0.061% (n = 360,000);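 active = GFP/RFP ratio change of at least 30% with cell ATP level not reduced by more than half and red fluorescence within 50% of control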; also: strong numbers were not always called active
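Material – HT1080 RFP-PRO-GFP cells · Control set – DMSO wells and RFP-L50D-GFP cells · Incubation – overnight cell settling, then overnight compound exposure, 37 °C, 5% CO2 · Compound dosing – single-point 20 µM compound, 1% DMSO · Read-out – GFP/RFP fluorescence ratio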
FAS TE block: FAS thioesterase domain inhibitors, primary screen, biochemical, fluorescence intensity, uHTS. Fatty acid synthase (Homo sapiens), P49327. recombinant FAS-TE, OMFH fluorogenic substrate, fluorescence endpoint. inhibition, % at 15 µM. actives 0.67% (n = 360,000). AID 602261, 2012;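 active = compounds whose normalised, plate-corrected inhibition of enzyme fluorescence in the single-dose primary screen is 50% or more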;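 also: 0% = DMSO with enzyme and 100% = substrate without enzyme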
The depositor's hits bear a star; i = inactive; . = no result given; + = active, no number.

Compound	MLLE-PAM2 inh	Rin1 Abl inh	bovine MsrA act	E coli Lon inh	Rpn11 inh	MsrA inhibitor	CSN inh	MT1-MMP act inh	FAS TE block
Nc1ccc(C(=O)c2ccc3c(c2)OCCO3)cc1N	-25	-1	0	-12	i	.	-2	3	-6
COCCN(CC(=O)Nc1ccccc1C(F)(F)F)C(=O)c1ccc(-n2cccn2)cc1	6	0	-1	-1	i	-1.1	-3	0	-4
N#C/C(=C/c1ccc2c(c1)OCO2)C(=O)NCCc1c[nH]c2ccccc12	-14	-2	-5	6	i	.	4	-3	52*
CC1CCN(S(=O)(=O)c2ccc(C(=O)OCc3ccc4c(c3)OCO4)cc2)CC1	7	0	-3	3	i	-0.1	-2	-14	0
COc1cc(NS(=O)(=O)c2ccc(NC(=O)COc3ccc(C)cc3)cc2)nc(OC)n1	4	-2	-3	-4	i	0.3	2	-7	-3
CCc1nc2ccc(C(=O)NCCCN(C)C)cn2c1N(C)CCCc1ccccc1	14	-5	0	-2	i	-0.3	-2	3	-2
O=C(NCc1cccc(C(F)(F)F)c1)C1CCCN(c2cnccn2)C1 (stereo not given)	2	3	-3	-1	i	0.0	2	-6	4
CCN(CCS(=O)(=O)c1ccc(Cl)cc1)C(=O)Nc1ccc(Cl)cc1	16	3	-3	-1	i	-0.6	-4	0	8
Cn1cccc1/C=C1\CCc2ccccc2C1=O	1	-1	-4	-26	i	1.9	2	-15	8
O=C1CC(c2cccc(Cl)c2)c2cc3c(cc2N1)CCC3 (stereo not given)	2	-1	0	7	i	-1.4	-2	-13	20
CC(C)c1ccc(/C=C/C(=O)NCCCc2ccccc2)cc1	12	-2	-9	5	i	0.0	-7	1	15
O=C(O)c1ccccc1C1=Nc2ccc(O)cc2Oc2cc(O)ccc21	172	1	-4	78*	i	2.8	-82	-210	-132
C=CCN1C(=O)C(CC(=O)Nc2ccc(OCC)cc2)N(Cc2ccccn2)C1=S (stereo not given)	3	-5	-1	8	i	1.9	0	1	0
O=C(Cn1nc2sc3ccccc3n2c(=O)c1=O)c1cccs1	10	-5	-2	5	i	-0.7	-1	-1	-2
C/C(=C/CCC(C)[C@H]1CC[C@@]2(C)C3=C(CC[C@]12C)[C@@]1(C)CCC(=O)C(C)(C)[C@@H]1CC3)C(=O)O (stereo not given in full)	14	-1	-6	14	i	1.5	17	1	74*
COc1ccc(NC(=O)c2ccc(OCC3CCCO3)cc2)cc1OC (stereo not given)	-98	-3	-3	12	i	1.1	-4	-3	-7
O=C(CN(CCc1ccccc1)C(=O)CNS(=O)(=O)c1ccc(F)cc1)NCC1CCCO1 (stereo not given)	-3	2	-4	-7	i	-1.6	1	-5	-3
COc1ccc(N2Cc3ccccc3C2=NC(=O)c2cncc(Br)c2)cc1	4	5	-4	8	i	-1.3	2	-1	-6
COc1ccc(CCN2CC(C(=O)OCC(=O)NCc3ccccc3Cl)CC2=O)cc1OC (stereo not given)	-30	1	-4	-15	i	-0.7	4	-3	-7
CCCC(=O)Nc1c(-c2ccccc2OC)c(=O)c2ccccc2n1C	3	-1	0	4	i	1.1	9	0	-3
N#CCSc1ccccc1NC(=O)CN1C(=O)C(=O)N(Cc2ccccc2)C1=O	34	3	-7	-31	i	0.8	9	-12	-20
COc1ccc(C2C(C#N)=C(N)Oc3cc(O)ccc32)cc1C (stereo not given)	-72	0	-3	-20	i	-0.8	8	-22	2
Cc1ccc(CNC(=O)c2cnccn2)cc1	-6	0	-1	-6	i	1.5	1	0	-8
CC(=O)NCc1ccc(C(=O)CSc2nnc(-c3ccncc3)n2Cc2ccccc2)o1	-72	2	-11	-10	i	.	10	1	-5
COCCNC(=S)N(Cc1cc2cc(C)ccc2n2nnnc12)C1CCCC1	-112	0	-2	-3	i	1.2	-3	-26	10
CCOc1ccc(NC(=O)CN(C)CC(=O)Nc2ccccc2C#N)cc1OCC	-22	1	-1	2	i	0.1	-2	2	-4
Cc1ccc2nc(SCC(=O)Nc3cccnc3Cl)[nH]c2c1	0	2	-2	1	i	0.2	-2	2	-1
CSc1nc(O)c(C(c2ccccc2Cl)c2c(O)nc(SC)[nH]c2=O)c(=O)[nH]1	-16	-1	-1	-4	i	0.2	1	2	-5
C=CCn1cc(C(=O)NCc2ccc(Cl)cc2)c(=O)c2cc(S(=O)(=O)N(CC)CC)ccc21	7	6.2*	-6	0	i	-1.2	-3	1	26
Cc1ccc(N2CCN(c3ccc(C)cc3)C(CC(=O)O)C2=O)cc1 (stereo not given)	7	0	-3	0	i	-0.1	2	-8	-4
CCCn1c(CC)nc([N+](=O)[O-])c1Sc1ccc(C)cc1	16	-3	-2	5	i	-0.1	1	-6	8
CC1=C(C(=O)c2ccccc2)C(c2ccc(N3CCOCC3)cc2)NC(=O)N1 (stereo not given)	-77	0	-14	-24	+	0.5	24	-22	-8
O=c1nc2ccccc2c(NS(=O)(=O)c2ccccc2)n1-c1ccccc1	5	-5	-3	61*	i	-1.6	1	-3	11
O=C(CN1C(=O)/C(=C\C=C\c2ccccc2)SC1=S)Nc1ccc(F)cc1	-24	0	-6	-19	i	-0.4	2	0	7
C#CCN(C[C@H]1[C@H](OC(=O)NCc2ccccc2)[C@H](OC(=O)NCc2ccccc2)C[C@H]2C(=O)N(c3ccccc3)C(=O)[C@@H]12)S(=O)(=O)c1ccc(C)cc1	18	0	0	2	i	0.0	-2	0	62*
Cc1cccc(Oc2ncnc3onc(C)c23)c1C	12	0	-8	-7	i	-0.1	-3	-2	-2
Cc1ccc(C(=O)N2Cc3ccccc3CC2C(=O)O)cc1 (stereo not given)	3	3	-10	2	i	-0.8	-1	4	-10
C[C@H](NC(=O)c1ccco1)C(=O)Nc1ccc(C#N)cc1	5	4	-2	-7	i	0.8	1	1	-4
O=C(CSc1nnc(NC(=O)c2ccccc2[N+](=O)[O-])s1)NCc1ccco1	11	3	-2	4	i	1.2	-1	0	-3
N#CC(C#N)=C1NC2(CCCC2)Cc2ccccc21	3	-7	-2	-2	i	1.3	-2	2	-1
CC1=Nc2cc(C(=O)N3CCCCC3)ccc2Sc2ccc(C)cc21	-6	2	-1	-3	i	1.5	-2	4	7
COc1ccc(-c2[nH]ncc2/C=N\NC(=O)c2ccc(Br)o2)cc1OC	-10	-5	-7	2	i	2.0	2	2	-6
COc1ccc(N(Cc2cc3cc(OC)ccc3[nH]c2=O)C(=O)c2cccnc2)cc1	-2	-2	-4	-4	i	1.4	3	0	-6
CCC(C)(C)NC(=O)C(c1cccc(OC)c1OC)N(C(=O)CCC(=O)Nc1cc(C)on1)c1ccc2c(c1)OCCO2 (stereo not given)	-8	0	1	7	i	0.0	1	-5	-4
Cc1ccc(S(=O)(=O)Nc2ccc3c(c2)C(=O)N([C@@H](C)CO)C[C@@H](C)[C@@H](CN(C)S(=O)(=O)c2ccccc2)OCCCC[C@H](C)O3)cc1	-24	-4	-3	6	i	-0.7	2	-3	79*
O=C(c1cccnc1Nc1ccccc1F)N1CCOCC1	1	2	-10	-4	i	-0.4	-1	-2	-11
CC(=O)Nc1ccc(NC(=O)CC2(CC(=O)N3CCOCC3)CCCC2)cc1	-5	2	-3	-11	i	-0.1	-2	1	-8
O=C(C1=C[C@@H](c2coc3ccccc3c2=O)C[C@@H](OCc2ccc(CO)cc2)O1)N1CCN(Cc2ccc3c(c2)OCO3)CC1	0	3	-2	-4	i	1.0	-3	1	10
COc1ccccc1NC(=O)Cn1cc(C(=O)C(=O)N2CCOCC2)c2ccccc21	-10	-1	-3	-7	i	2.0	-3	-2	-5
COC(=O)c1cc(-c2ccccc2)on1	1	1	0	3	i	-0.7	-3	14	-9
C=CCn1c(C)cc(C(=O)CSc2nnc(Cc3ccccc3)o2)c1C	-35	6	2	-7	i	-0.7	3	-1	0
Cc1[nH]c(=O)c(C#N)c2c1CSC(C)(C)C2	31	-3	-6	-3	i	2.5	0	1	-6
CCOC(=O)N1CCN(C2=Nc3cccc4cccc2c34)CC1	11	-10	-5	2	i	0.6	-1	-9	-6
Cc1csc(SCC(=O)Nc2nnc(C)s2)n1	17	-3	-2	0	i	-1.6	-6	5	-5
Cn1sccc1=O	37*	0	7	4	i	1.6	-3	5	-4
COc1ccc(/C=C/C(=O)OC(C)CN2CCOCC2)cc1 (stereo not given)	5	-6	-8	3	i	1.6	-3	-3	-11
O=C(CN1CCCCC1)N/N=C/c1cccc(C(F)(F)F)c1	2	1	-3	5	i	-0.6	-5	1	-4
Cc1ccc(NC(=O)NCc2nc3ccccc3n2C)cc1	-1	0	-5	0	i	-0.7	0	0	-8
Cc1[nH]c2ccc(C(=O)NCCCN3CCCCCC3)cc2c1C	-16	2	-4	7	i	0.3	-3	-3	-1
C=CCn1c(=O)c(C(C)=O)cn(N(C)c2ncc(C(F)(F)F)cc2Cl)c1=O	9	3	-7	-10	i	-0.5	-4	3	-8

In the list so far, these contain a nitro group on carbon.
Compound	MLLE-PAM2 inh	Rin1 Abl inh	bovine MsrA act	E coli Lon inh	Rpn11 inh	MsrA inhibitor	CSN inh	MT1-MMP act inh	FAS TE block
CCCn1c(CC)nc([N+](=O)[O-])c1Sc1ccc(C)cc1	16	-3	-2	5	i	-0.1	1	-6	8
O=C(CSc1nnc(NC(=O)c2ccccc2[N+](=O)[O-])s1)NCc1ccco1	11	3	-2	4	i	1.2	-1	0	-3

Continuation:
Compound	MLLE-PAM2 inh	Rin1 Abl inh	bovine MsrA act	E coli Lon inh	Rpn11 inh	MsrA inhibitor	CSN inh	MT1-MMP act inh	FAS TE block
Cn1cccc1/C=N/n1c(-c2ccc(Cl)cc2Cl)n[nH]c1=S	-33	-5	1	-6	i	-0.4	12	1	-10
CCC(=O)NC(c1cc(Cl)c2cccnc2c1O)C1CC1 (stereo not given)	-1	0	-4	-3	i	0.3	1	4	9
COc1ccc(N(CC(=O)Nc2ccc(C)cn2)S(=O)(=O)c2c(C)nn(C)c2C)cc1	-14	3	-1	-3	i	-1.1	-1	8	-4
Nc1ccc2c(c1)C(=O)c1ccccc1-2	2	-12	-3	0	i	-0.1	11	3	1
O=C(Nc1ccccc1N1CCOCC1)C1CCCCN1S(=O)(=O)c1ccccc1 (stereo not given)	-1	-4	-1	7	i	-0.5	-1	-7	19
OCc1ccccc1-c1nc(NCc2ccccc2)nc2ccsc12	33	-3	-11	2	i	1.7	3	-9	1
